Source: PubChem BioAssay (several laboratories)
Rac1 GTP hydrolysis: MgcRacGAP GTPase-activating activity inhibitors, confirmation, biochemical, ADP Hunter fluorescence; MgcRacGAP-stimulated Rac1 GTP hydrolysis, ADP Hunter fluorescence; higher % means a stronger effect; GST-tagged Rac1 F28L mutant substrate; hit rate 0.6% among 340,000; inhibition, % at 30 µM; hits with a dose series show IC50 in µM; AID 624330;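 active means first-screen hits whose inhibition reached a set limit at any dose in the follow-up dose series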;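 further: fluorescence reports GDP produced by GAP-driven GTP hydrolysis; strong numbers were not always called active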
NTR1 agonist: agonists of NTR1, primary screen, imaging, U2OS cells, beta-arrestin-GFP, high content (AID 493036); NTR1-U2OS beta-arrestin-GFP spot imaging, agonist mode; activation, % at 20 µM; hit rate 0.17% among 330,000;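 active means activation at or above 40% of the spot to cytoplasm intensity ratio, with at least 20 cells analyzed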;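 further: 0% = DMSO without peptide and 100% = 100 nM NTR1 peptide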
Target sequence (P30989 whole entry, looked up): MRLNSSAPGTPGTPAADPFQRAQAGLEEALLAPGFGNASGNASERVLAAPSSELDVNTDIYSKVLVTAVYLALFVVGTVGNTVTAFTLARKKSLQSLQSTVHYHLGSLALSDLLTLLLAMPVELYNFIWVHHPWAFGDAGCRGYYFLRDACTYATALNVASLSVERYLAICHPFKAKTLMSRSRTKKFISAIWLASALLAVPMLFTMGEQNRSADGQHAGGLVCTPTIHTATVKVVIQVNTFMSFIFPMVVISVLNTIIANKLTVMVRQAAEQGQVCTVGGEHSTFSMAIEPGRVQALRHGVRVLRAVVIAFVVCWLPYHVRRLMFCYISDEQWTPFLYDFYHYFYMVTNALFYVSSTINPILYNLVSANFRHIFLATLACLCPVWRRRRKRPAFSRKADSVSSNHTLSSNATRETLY
NS5 inhibitors: Dengue-2 NS5 methyltransferase inhibitors, primary screen, biochemical, confirmation dose response (AID 588689); Dengue-2 NS5 methyltransferase capping enzyme assay, biochemical; higher % means a stronger effect; inhibition, % at 25 µM, or IC50 in µM where a hit was titrated; hit rate 0.3% among 340,000; in the data active means a potency from the dose series
NTR1 agonist cell count 20 µM: also measured in NTR1 agonist; calls as there; cell count; measured here: cell count, cytotoxicity flag
NS5 inhibitors pilot replicate: recorded beside NS5 inhibitors, whose call it bears; inhibition, %; measured here: pilot screen replicate inhibition
Numbers without * were called inactive. This is a subset (hit frequency here may not be typical).

SMILES | Rac1 GTP hydrolysis | NTR1 agonist | NTR1 agonist cell count 20 µM | NS5 inhibitors | others
CCCCNc1c(-c2ccc(SC3CCCCC3)cc2)nc2cnccn12 | 7.1% | 11.5 | 64 | -8.0%
CCOc1ccc(OCC(=O)OCC(=O)Nc2ccccc2C#N)cc1 | -2.0% | -0.6 | 62 | 7.2%
CCNc1ccc(S(=O)(=O)N2CCCCC2)cn1 | 6.6% | -0.4 | 81 | 9.6%
Cc1cc(C(=O)CN2C(=O)C(=O)N(C3CCCC3)C2=O)c(C)n1CCc1ccc(F)cc1 | -7.5% | 1.3 | 57 | -1.9%
O=C(CC1SC(N2CCOCC2)=NC1=O)Nc1cccc(C(F)(F)F)c1 (stereo not drawn) | 1.5% | 6.0 | 49 | -5.6%
COc1ccc2c(C#CCCO)c(-c3ccc(S(C)(=O)=O)cc3)sc2c1 | -8.4% | 8.7 | 62 | -13.7%
COc1ccc2sc(-c3ccc(N(C)C)cc3)c(C#CC(C)(C)O)c2c1 | 0.3% | 19.0 | 50 | 5.6%
Cc1cc(C)n(CC(=O)NNC(=O)c2ccc(OC(F)(F)F)cc2)n1 | 3.0% | 1.8 | 58 | 4.0%
O=C(Nc1ccc2c(c1)CCC2)c1cc(F)cc(F)c1 | 7.2% | 0.5 | 61 | 0.7%
CCNc1nc(C#N)nc2c1ncn2-c1cc(F)cc(F)c1 | 0.5% | -1.6 | 52 | -96.3%
Cn1c(SCC(=O)NC2CCCc3ccccc32)nnc1C1CC1 (stereo not drawn) | 3.2% | 0.0 | 74 | 0.7%
Cc1ccccc1C(=O)NNC(=O)C1CC(=O)N(c2ccc3c(c2)OCCO3)C1 (stereo not drawn) | 1.7% | -2.1 | 81 | 1.8%
COc1ccc(CCNC(=O)c2cccc(S(=O)(=O)N3CCCCCC3)c2)cc1 | 3.3% | 0.8 | 77 | 2.2%
CC(Nc1cccc([N+](=O)[O-])c1)C(=O)Nc1ccc(S(=O)(=O)N2CCCC2)cc1 (stereo not drawn) | 1.3% | -1.0 | 67 | -5.8%
Cc1ccc(C(=O)COC(=O)CCS(=O)(=O)c2ccccc2)cc1[N+](=O)[O-] | 2.1% | -0.7 | 41 | 0.8%
COc1cc(OC)cc(-c2c(C#Cc3ccsc3)c3cc(-c4cnc(OC)nc4)ccc3n2C)c1 | 13.0% | 0.4 | 56 | -4.9%
COc1cccc(C#Cc2c(C=O)n(C)c3ccccc23)c1 | 8.8% | 20.1 | 57 | 27.4%
CCOc1ccc(N2CC(C(=O)NCC(=O)Nc3ccc(F)c(F)c3F)CC2=O)cc1 (stereo not drawn) | -1.8% | -0.9 | 56 | -9.9%
CC(C)N(Cc1ccccc1)C(=O)CN1C(=O)NC2(CCOc3ccccc32)C1=O (stereo not drawn) | 3.0% | 0.6 | 72 | -2.2%
C[C@@H]1NC(=O)[C@@]2(C)[C@@H](c3ccccc3)[C@H]3COc4ccccc4[C@@H]3N2C1=O | 12.3% | 0.4 | 56 | 0.3%

Arranged by formula weight (low to high): some entries from above
SMILES | Rac1 GTP hydrolysis | NTR1 agonist | NTR1 agonist cell count 20 µM | NS5 inhibitors | others
CCOc1ccc(OCC(=O)OCC(=O)Nc2ccccc2C#N)cc1 | -2.0% | -0.6 | 62 | 7.2%
COc1ccc2sc(-c3ccc(N(C)C)cc3)c(C#CC(C)(C)O)c2c1 | 0.3% | 19.0 | 50 | 5.6%
CCCCNc1c(-c2ccc(SC3CCCCC3)cc2)nc2cnccn12 | 7.1% | 11.5 | 64 | -8.0%

(next part)
SMILES | Rac1 GTP hydrolysis | NTR1 agonist | NTR1 agonist cell count 20 µM | NS5 inhibitors | others
O=S(=O)(Nc1ncnc2sccc12)c1cccc(F)c1 | 6.6% | 1.0 | 52 | -4.0%
Cc1cccc(N2CC(C(=O)Nc3ccc(N4CCOCC4)cc3)CC2=O)c1C (stereo not drawn) | -1.8% | -0.3 | 56 | 1.9%
Cc1ccc(S(=O)(=O)N2CCN(C(=O)CN3C(=O)c4ccc([N+](=O)[O-])cc4C3=O)CC2)cc1C | 5.6% | 3.6 | 49 | 5.3%
O=C(COC(=O)/C=C/c1ccccc1)NCCc1ccc(F)cc1 | -3.3% | 0.1 | 48 | -4.3%
COc1cccc(NC(=O)CN2C(=O)NC(C)(C3CC3)C2=O)c1 (stereo not drawn) | 3.9% | -1.7 | 63 | 12.4%
CCCCC1CCC(C(=O)N(C)CC(=O)Nc2cccc(OC)c2)CC1 (stereo not drawn) | 0.1% | 1.2 | 71 | -3.0%
Cc1cccc(C(=O)NCC(=O)N2CCN(S(=O)(=O)c3ccc4c(c3)OCCO4)CC2)c1 | 2.0% | -0.1 | 81 | -3.6%
COc1ccccc1NS(=O)(=O)c1cccc(C(=O)NCC(c2ccco2)N2CCCC2)c1 (stereo not drawn) | 2.5% | -1.6 | 57 | -7.0%
COC(=O)[C@@]1(C)[C@H]2C(=O)N(Cc3ccccc3)C(=O)[C@H]2[C@H]2CN=C(SCc3ccc(C)cc3)N21 | 10.5% | 0.4 | 50 | -2.6% | NS5 inhibitors pilot replicate=-1.8
O=C(CCCN1C(=O)/C(=C/c2ccccc2OC(F)F)SC1=S)Nc1cccnc1 | 1.8% | 0.8 | 60 | -14.4%
CCc1noc(C)c1C(=O)N(CC(C)C)c1c(N)n(Cc2ccccc2)c(=O)[nH]c1=O | 2.5% | 0.2 | 45 | -2.9%
COc1cccc(N2CCN(S(=O)(=O)c3ccc4ccccc4c3)CC2)c1 | -3.0% | 1.4 | 55 | -10.3%
O=C(COC(=O)c1ccc(O)cc1)Nc1cc(C(F)(F)F)ccc1N1CCOCC1 | 2.8% | 0.4 | 52 | 0.0%
O=C(CNc1ccccc1Cl)Nc1cc(S(=O)(=O)N2CCOCC2)ccc1Cl | 7.1% | 3.3 | 55 | -2.9%
CCn1c(CCC(N)=O)nnc1SCC(=O)c1cc(C)n(C2CC2)c1C | 5.5% | -2.8 | 62 | 4.6%
CCN(C[C@H]1N[C@@](C)(C(=O)OC)[C@H]2C(=O)N(C)C(=O)[C@@H]12)C(=O)Nc1ccc(OC)cc1 | 6.5% | -1.0 | 48 | 1.0% | NS5 inhibitors pilot replicate=0.3
COCO/C=C(\NC(C)=O)c1ccccc1 | 4.8% | -1.1 | 51 | -4.0%
COc1ccccc1S(=O)(=O)Nc1ccc2nc(C)sc2c1 | 0.6% | -1.9 | 69 | -8.0%
CCOc1ccc(S(=O)(=O)N2CCOCC2)cc1NC(=O)CN1C(=O)NC(C)(c2ccc(C)cc2)C1=O (stereo not drawn) | 5.4% | -0.4 | 57 | -4.3%
C[C@H](CO)N1C[C@H](C)[C@@H](CN(C)C(=O)Nc2ccc(C(F)(F)F)cc2)Oc2ccc(NS(=O)(=O)c3ccc(F)cc3)cc2C1=O | -1.2% | 2.2 | 69 | 1.6%
CNc1snc(C)c1C(=O)OC(C)C(=O)Nc1cccc(OC)c1 (stereo not drawn) | -0.2% | -1.0 | 61 | -4.0%
CCN1CCN(c2ccccc2NC(=O)c2ccc(-n3cccn3)cc2)CC1 | 5.7% | -2.0 | 51 | -7.7%
N#Cc1ccccc1OCC(=O)OCC(=O)NC1CCCC1 | 4.1% | 2.6 | 58 | -4.4%
COC(=O)c1cc(C(=O)OCC(=O)NCc2cccs2)cc([N+](=O)[O-])c1 | 2.0% | 2.6 | 70 | -1.5%
COc1ccccc1N(CCC#N)C(=O)CSc1nnc2ccccn12 | 4.3% | 2.0 | 54 | -6.6%

14 neighbouring compounds out of the list so far:
SMILES | Rac1 GTP hydrolysis | NTR1 agonist | NTR1 agonist cell count 20 µM | NS5 inhibitors | others
COc1cccc(N2CCN(S(=O)(=O)c3ccc4ccccc4c3)CC2)c1 | -3.0% | 1.4 | 55 | -10.3%
O=C(COC(=O)c1ccc(O)cc1)Nc1cc(C(F)(F)F)ccc1N1CCOCC1 | 2.8% | 0.4 | 52 | 0.0%
O=C(CNc1ccccc1Cl)Nc1cc(S(=O)(=O)N2CCOCC2)ccc1Cl | 7.1% | 3.3 | 55 | -2.9%
CCn1c(CCC(N)=O)nnc1SCC(=O)c1cc(C)n(C2CC2)c1C | 5.5% | -2.8 | 62 | 4.6%
CCN(C[C@H]1N[C@@](C)(C(=O)OC)[C@H]2C(=O)N(C)C(=O)[C@@H]12)C(=O)Nc1ccc(OC)cc1 | 6.5% | -1.0 | 48 | 1.0% | NS5 inhibitors pilot replicate=0.3
COCO/C=C(\NC(C)=O)c1ccccc1 | 4.8% | -1.1 | 51 | -4.0%
COc1ccccc1S(=O)(=O)Nc1ccc2nc(C)sc2c1 | 0.6% | -1.9 | 69 | -8.0%
CCOc1ccc(S(=O)(=O)N2CCOCC2)cc1NC(=O)CN1C(=O)NC(C)(c2ccc(C)cc2)C1=O (stereo not drawn) | 5.4% | -0.4 | 57 | -4.3%
C[C@H](CO)N1C[C@H](C)[C@@H](CN(C)C(=O)Nc2ccc(C(F)(F)F)cc2)Oc2ccc(NS(=O)(=O)c3ccc(F)cc3)cc2C1=O | -1.2% | 2.2 | 69 | 1.6%
CNc1snc(C)c1C(=O)OC(C)C(=O)Nc1cccc(OC)c1 (stereo not drawn) | -0.2% | -1.0 | 61 | -4.0%
CCN1CCN(c2ccccc2NC(=O)c2ccc(-n3cccn3)cc2)CC1 | 5.7% | -2.0 | 51 | -7.7%
N#Cc1ccccc1OCC(=O)OCC(=O)NC1CCCC1 | 4.1% | 2.6 | 58 | -4.4%
COC(=O)c1cc(C(=O)OCC(=O)NCc2cccs2)cc([N+](=O)[O-])c1 | 2.0% | 2.6 | 70 | -1.5%
COc1ccccc1N(CCC#N)C(=O)CSc1nnc2ccccn12 | 4.3% | 2.0 | 54 | -6.6%
